PfHsp90 set2 = reduces growth (ATP signal) of yeast expressing P. falciparum Hsp90. S. cerevisiae expressing PfHsp90, BacTiter-Glo ATP, 48 h; yeast lacking PDR1 and PDR3 efflux regulators. inhibition, % at 9.4 µM. 310,000 compounds, 0.32% hits;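 active = every replicate shows inhibition above about 80%, whatever the replicate mean, limit read from the data; inconclusive = mean inhibition reaches the set limit but some replicate falls short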;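 also: 0% = DMSO neutral controls and 100% = 20 µM radicicol positive controls; yeast relying on Plasmodium falciparum Hsp90 in place of its own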
AddAB inh = less growth of phage-infected E. coli with AddAB; 330,000 compounds, 0.29% hits; inhibition, % at 11.9 µM; E. coli expressing H. pylori AddAB, absorbance growth; in the data active = inhibition above about 12%;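 also: 0% = vehicle wells of infected cells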
MOR-DOR inv ag = inverse agonist of human OPRM1-OPRD1 heterodimerization | cell-based MOR-DOR heterodimer luminescence, inverse agonism | inhibition, % at 9.3 µM | 340,000 compounds, 0.21% hits; in the data active = inhibition above about 22%, passing the limit was not always enough;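 also: 0% = cells with DMSO and 100% = wells without cells with DMSO; values of inactives mirror those of a sister screen read the other way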
Tat export inh = blocks Tat-dependent protein export in E. coli; inhibition, % at 10 µM; 340,000 compounds, 0.036% hits; E. coli MC4100 TorA-mCherry Tat export, fluorescence;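 active = mean replicate inhibition at least 50% and at least half of replicates individually reaching 50%; inconclusive = only one of the two criteria met; inactive = neither criterion met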;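 also: exported cargo escapes ClpAP degradation while cytoplasmic cargo is degraded and loses fluorescence; 0% = median of neutral control wells and 100% = median of NaSCN control wells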
MOR-DOR ag = agonists of human mu-delta opioid receptor heterodimerization; P35372+P41143; cells, OPRM1-OPRD1 heterodimerization, luminescence; activation, % at 9.3 µM; 340,000 compounds, 0.3% hits; AID 504326; in the data active = activation above about 18%;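 also: 0% = vehicle-treated cells and 100% = reference agonist; values of inactives mirror those of a sister screen read the other way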
Arr AP2 block = blocks beta-arrestin peptide binding to AP2 adaptin; inhibition, % at 10 µM; FITC-arrestin peptide / GST-AP2 beads, flow cytometry; AP2 beta2 appendage carries R879A mutation; 340,000 compounds, 0.31% hits;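 active = inhibition above a set limit, near 3 SD of compounds lacking own fluorescence, cut at about 54% in these data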;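 also: plate controls were DMSO wells for no effect and 5 µM unlabelled arrestin peptide for full effect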
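System: GST-AP2 R879A glutathione beads. Medium: PBS with 0.05% Tween 20 and 0.1% BSA. Also added: FITC-arrestin peptide, 50 nM. Incubation: 12 min plus 1 h, RT. Measured by: high-throughput flow cytometry of beads, ex 488, em 535 nm. Evaluation: percent drop in bead-associated FITC signal.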
SUMO Mot1 rescue = SUMOylation pathway inhibition by Mot1-301 growth rescue; S. cerevisiae Mot1-301 growth rescue, ATP luminescence, 38.5C; percent above DMSO median, 100 means doubled; growth rescue, % at 18.8 µM; 320,000 compounds, 1% hits;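 active = every valid replicate shows activation above 250% relative to neutral control wells; inactive = the rest, any valid replicate at or below 250%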;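 also: OY570 slx delta 5 strain wells were the positive control but not used for scaling; some compounds called inactive have numbers as strong as hits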
DSG3 Ab inh = human desmoglein-3 autoantibody binding inhibition; P32926; DSG3-coupled beads, scFv-anti-DSG3-GFP binding, flow cytometry; active compounds read low; binding (percent of control), % at 10 µM; 310,000 compounds, 0.48% hits;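 active = binding more than 3 SD below its plate's average and above zero; inconclusive = below that plate limit but binding exactly zero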;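 also: hits lower antibody fragment binding to DSG3; some compounds called inactive have numbers as strong as hits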
Target sequence (P32926 whole entry, looked up, the tested form may be a part): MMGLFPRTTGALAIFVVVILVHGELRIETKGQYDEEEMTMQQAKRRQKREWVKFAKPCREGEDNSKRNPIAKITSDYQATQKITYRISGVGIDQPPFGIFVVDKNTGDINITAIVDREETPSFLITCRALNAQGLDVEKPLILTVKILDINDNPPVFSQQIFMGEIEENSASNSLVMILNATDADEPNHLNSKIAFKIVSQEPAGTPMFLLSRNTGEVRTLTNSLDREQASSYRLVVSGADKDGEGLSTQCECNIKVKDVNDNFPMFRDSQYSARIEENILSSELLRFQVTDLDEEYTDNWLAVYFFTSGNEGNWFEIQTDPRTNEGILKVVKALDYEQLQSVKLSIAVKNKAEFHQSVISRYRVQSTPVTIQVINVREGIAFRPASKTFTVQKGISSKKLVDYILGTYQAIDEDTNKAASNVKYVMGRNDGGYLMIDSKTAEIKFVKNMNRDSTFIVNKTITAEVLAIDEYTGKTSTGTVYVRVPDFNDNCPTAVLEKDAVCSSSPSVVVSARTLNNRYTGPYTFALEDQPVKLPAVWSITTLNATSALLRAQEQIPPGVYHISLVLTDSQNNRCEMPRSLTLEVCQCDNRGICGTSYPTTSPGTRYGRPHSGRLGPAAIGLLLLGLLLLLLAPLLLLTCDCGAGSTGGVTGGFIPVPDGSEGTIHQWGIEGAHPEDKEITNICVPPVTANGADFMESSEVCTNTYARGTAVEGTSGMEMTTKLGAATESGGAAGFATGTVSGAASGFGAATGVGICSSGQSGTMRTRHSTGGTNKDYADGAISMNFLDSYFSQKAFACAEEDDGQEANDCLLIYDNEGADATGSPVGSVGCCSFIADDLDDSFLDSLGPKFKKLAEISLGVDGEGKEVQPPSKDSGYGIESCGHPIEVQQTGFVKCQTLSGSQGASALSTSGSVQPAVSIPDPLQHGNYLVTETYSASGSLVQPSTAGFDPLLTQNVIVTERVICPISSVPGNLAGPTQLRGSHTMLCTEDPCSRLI
PKA-R1A activ = activates the PKA-R1A holoenzyme complex; PKA-R1A dissociation, Cy5-IP20 fluorescence polarization; scaled: DMSO 0%, 113 µM cGMP 100%; AID 504707; P00514+P68181; activation, % at 11.4 µM; 340,000 compounds, 0.083% hits;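 active = percent activation above the mean of all tested compounds plus 3 SD, cut at about 19% in these data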;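 also: higher means more PKAc released from R1A so a rise in polarization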
Ecoli viability = counter-screen for AddAB inhibitors: E. coli growth inhibition | E. coli V3065 growth, OD600 absorbance, 18 h | inhibition, % at 11.9 µM | 330,000 compounds, 0.27% hits | AID 449728;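 active = inhibition above the campaign's mean inhibition across all tested compounds plus 3 SD, cut at about 9.9% in these data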;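 also: uninfected addAB+ strain grown without phage in ampicillin broth; 0% = DMSO wells and 100% = ciprofloxacin 0.95 µg/ml wells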
phage Ecoli inh = E. coli growth loss with phage present | AID 651602 | growth absorbance | inhibition, % at 11.9 µM | 360,000 compounds, 0.26% hits; in the data active = inhibition above about 11%
Numbers without * were called inactive; ? = inconclusive; . = not tested or not shown.

Order of values – PfHsp90 set2	AddAB inh	MOR-DOR inv ag	Tat export inh	MOR-DOR ag	Arr AP2 block	SUMO Mot1 rescue	DSG3 Ab inh	PKA-R1A activ	Ecoli viability	phage Ecoli inh
O=C(C[n+]1cc(-c2ccccc2)n2c1CCC2)Nc1nc(-c2ccc(F)cc2)cs1
    2	1.6	11	4	-2.0	-1	-8	112	2	0.2	1.9
O=C1NN(c2ccccc2)C(=O)/C1=C\c1cccc(OC(=O)c2cccs2)c1
    .	1.1	10	4	-2.0	5	20	101	-14	-1.4	2.6
O=S(=O)(NC1C2CC3CC(C2)CC1C3)c1ccc(F)cc1 (stereo unspecified)
    -12	.	-3	5	0.5	7	.	102	8	.	-0.2
CCOc1cc(/C=C2\SC(=S)N(C(C(=O)O)c3ccccc3)C2=O)ccc1O (stereo unspecified)
    1	0.5	16	9	-3.0	15	3	101	2	2.3	-0.2
S=C(NCCc1ccccc1)NCC1CCCO1 (stereo unspecified)
    31	-1.4	9	-7	-1.8	-3	3	103	0	1.9	1.2
COc1cccc(N=CNc2cccc(OC)c2)c1
    9	.	4	2	-0.7	12	.	89	1	.	-2.8
CCN(CC)CCN(C(=O)c1ccc(Br)s1)c1nc2cc3c(cc2s1)OCO3
    2	0.2	4	-2	-0.7	-5	-5	104	2	1.7	-1.4
CCOc1ccc(OCCC(=O)N2CCN(S(=O)(=O)c3ccc(OCC)cc3)CC2)cc1
    5	-1.5	-2	-1	0.7	21	-24	108	3	0.6	-2.6
Nn1c(SCc2ccc(Br)cc2)nnc1-c1ccncc1
    8	1.4	13	4	-2.5	5	12	99	-6	0.7	3.8
O=C(c1ccc(Cl)cc1)N1CCC(O)(CSc2ccc(Cl)cc2Cl)CC1
    .	2.7	-8	10	1.6	16	-18	104	-4	3.4	1.0
CC1(C)CC(=O)C(C=NCCN2CCN(CCCCS(=O)(=O)O)CC2)=C(O)C1
    .	-0.3	9	7	-1.8	-5	-4	91	-5	-1.8	-1.9
COc1cc(CCC(=O)OCC(=O)Nc2ccccc2OC(F)F)cc(OC)c1OC
    11	0.3	9	6	-1.7	8	-19	98	4	-2.2	2.2
COc1cc(O)c(C(CCN2CCCC(C)C2)c2cc(OC)c(OC)c(OC)c2)c(OC)c1 (stereo unspecified)
    18	0.5	15	-10	-2.7	5	7	97	-10	-1.2	1.9
COC(=O)c1ccc(COc2ccc(/C=N/O)cc2)o1
    8	0.2	1	-2	-0.2	27	.	101	1	0.9	5.0
CC[C@@H]1CC=C[C@H]2[C@H]1C(=O)N(Cc1ccccc1)[C@H]2c1ccc(OC)c(Cl)c1
    -16	1.3	-30	2	6.6	1	20	109	-13	0.3	-0.1
Cc1ccc(C23CC4CC(CC(CC(=O)NC(C)(C)CO)(C4)C2)C3)cc1
    -3	-1.1	7	-8	-1.6	-18	27	.	-4	-2.5	-0.5
CCc1ccc(NS(=O)(=O)c2cc3c4c(c2)CCN4C(=O)CC3)cc1
    -8	0.4	9	-8	-1.6	-11	-22	97	-10	0.8	0.8
CC1CCCCN1C(=O)Cn1c(=O)n(C2CCCCC2)c(=O)c2ccccc21 (stereo unspecified)
    -6	3.4	8	-9	-1.4	0	1	105	-4	0.4	3.3
O=C(Cc1ccc2c(c1)OCCO2)c1c(O)cc(O)cc1O
    16	2.0	22	2	-4.0	1	-14	96	2	0.1	1.1
CCn1cc(CN2CCCC(C(=O)Nc3ccc(-c4nc5ccccc5[nH]4)cc3)C2)c(C)n1 (stereo unspecified)
    -4	0.1	-165	-3	31*	0	10	98	3	-0.9	-1.2
C[C@H]1CN([C@@H](C)CO)C(=O)Cc2cc(NC(=O)Cn3cnnn3)ccc2O[C@H]1CN(C)Cc1ccncc1
    -10	1.7	15	1	-3.1	-10	-20	101	-1	-1.6	2.5
O=C(COc1ccccc1)NCc1ccc2c(c1)OCO2
    -1	2.1	5	0	-0.9	0	-6	100	-2	0.6	2.1
COCCn1c(=NC(C)=O)sc2cc([N+](=O)[O-])ccc21
    -2	5.4	-9	12	1.6	-23	7	103	-4	3.8	1.2
Cc1ccc(NC(=O)C2(c3ccccc3)CCCC2)nc1
    -23	0.5	-34	7	5.7	45	-4	110	6	-2.1	0.5
Cc1ccc2c(c1)C1CN(C)CCC1N2C(=O)Nc1ccc(Cl)cc1 (stereo unspecified)
    -16	.	.	-4	.	9	.	105	5	.	1.9
COc1cc(/C=N/NC(=O)Cc2ccc(Br)cc2)cc(OC)c1O
    .	0.9	6	3	-1.1	19	-8	116	-13	-2.7	1.4
COc1ccc(S(=O)(=O)Cc2ccc(C(=O)NC3CC3)o2)cc1
    19	5.8	18	-6	-3.5	-2	-2	109	-10	-1.2	0.8
O=S(=O)(c1ccc2ccccc2c1)N(CC1CO1)c1ccccc1 (stereo unspecified)
    6	1.0	10	-2	-1.8	-15	-3	105	0	2.4	2.3
CC(NC(=O)c1cccnc1)c1ccc2c(c1)OCO2 (stereo unspecified)
    -3	-0.8	-1	3	0.2	36	-18	79	6	2.5	2.5
CCOC(=O)N1CCC(NC(=O)CN2C(=O)CSc3ncccc32)CC1
    1	2.8	7	-14	-1.4	0	-12	107	2	1.3	3.3
COc1ccc(NC(=O)Nc2cc(C)ccn2)cc1
    8	.	12	2	-2.2	0	.	96	1	.	5.1
CCCc1cc(C(N)=O)c(NC(=O)c2ccco2)s1
    -20	3.1	7	7	-1.5	12	-13	99	-7	1.2	3.7
CC(C)CCC1(C)NC(=O)N(CC(=O)c2ccc[nH]2)C1=O (stereo unspecified)
    10	-0.3	4	-4	-0.7	2	-3	107	0	-1.2	6.2
CCn1c(/C=C2\C(=O)N(C)c3ccccc32)nc2ccccc2c1=O
    -17	4.2	11	3	-1.8	11	.	103	-4	0.5	3.4
Cc1sc(-n2cccc2)c(C(=O)O)c1C
    1	4.3	-10	-5	1.9	23	-15	101	5	-2.2	1.6
CN(C)c1nc(NNC(=O)c2ccccc2)nc(N(C)C)n1
    -4	.	8	-4	-1.6	6	.	91	-3	.	3.9
O=C1CC(N2CCC(O)(c3ccc(Cl)cc3)CC2)C(=O)N1Cc1ccc(N2CCCC2=O)cc1 (stereo unspecified)
    36	1.6	0	0	0.1	30	-18	.	2	4.9	-0.1
O=C(CCn1nnc2ccccc21)Nc1nnc(-c2ccccc2F)s1
    9	-0.5	3	-2	-0.5	-4	-3	100	-7	0.3	1.6
CCCC(=O)NNC(=O)c1ccoc1C
    12	2.2	4	3	-0.8	-2	-7	101	2	-0.5	1.9
CC(C)(C)C(=O)Nc1cc(C(F)(F)F)ccc1-n1ccnc1
    -6	1.5	12	0	-2.5	-11	2	102	7	0.4	2.7
O=C(CC1C(=O)NCCN1Cc1c(F)cccc1Cl)NCCc1ccccn1 (stereo unspecified)
    -33	-0.2	15	-14	-3.0	2	-3	98	-3	-0.3	7.1
Cc1cc(C(F)(F)F)c2c(C)nn(CCc3nn[nH]n3)c2n1
    7	-1.6	13	-9	-2.4	4	7	104	1	-2.2	1.6
O=C(Nc1cccc(F)c1)C1CCN(S(=O)(=O)c2cccc3nonc23)CC1
    -3	0.9	7	-2	-1.4	-7	-20	102	10	-0.4	3.3
C=CCn1c(-c2cc(OC)cc(OC)c2)n[nH]c1=S
    2	1.2	0	0	0.1	16	1	103	-2	0.2	2.5
CC(CC(C)C(=O)N1CCOCCN(C(=O)C(C)CC(C)C(=O)O)CCOCC1)C(=O)O (stereo unspecified)
    10	2.6	3	3	-0.5	13	29	100	5	-2.4	3.2
CCOc1ccc2oc(=O)cc(C)c2c1
    -9	3.5	16	-1	-3.5	29	-17	114	-12	2.0	1.5
CC(C)C(=O)Nc1sc2c(c1C#N)CCCCC2
    -18	3.3	8	6	-1.5	2	-11	101	0	0.4	2.3
O=C(NC1CCCCCC1)c1ccc(S(=O)(=O)NCc2ccco2)cc1
    .	2.1	15	-8	-3.3	5	62	102	-5	1.5	4.4
COc1cc(OC)c(C(=O)NC23CC4CC(CC(C4)C2)C3)cc1OC
    14	3.9	1	4	-0.1	-13	531	123	-1	-2.7	0.2
CS(=O)(=O)N(CCC(=O)O)Cc1ccccc1
    -13	1.2	14	9	-3.4	-2	3	.	-3	-0.4	1.5
CCCOc1ccc(Br)cc1/C=N/O
    .	3.1	-19	5	3.8	16	9	110	-6	-2.1	3.3
CCOC(=O)C(C)OC(=O)C1=C(C)NC(=O)NC1c1ccc2c(c1)OCO2 (stereo unspecified)
    26	2.5	6	-4	-1.2	-2	-6	98	-10	0.3	-0.6
CC(C)(C)c1cc(C(=O)NCc2ccco2)ccn1
    -10	-0.4	6	-2	-1.1	-5	5	112	-2	1.1	5.1
CC(C)(C)OC(=O)N(CCc1ccccc1)Cc1cccc(OCc2cccc(NC(=O)/C=C/c3ccccc3)c2)c1
    12	.	6	?	-1.2	2	.	107	-2	.	3.4
Cc1ccc(-c2nn(-c3ccccc3)cc2/C=C2\SC(=S)N(CCCCCC(=O)O)C2=O)o1
    -6	1.1	-7	-10	1.3	15	-8	93	-1	-0.9	-3.9

Records listed above marked active in MOR-DOR ag.
smiles	PfHsp90 set2	AddAB inh	MOR-DOR inv ag	Tat export inh	MOR-DOR ag	Arr AP2 block	SUMO Mot1 rescue	DSG3 Ab inh	PKA-R1A activ	phage Ecoli inh
CCn1cc(CN2CCCC(C(=O)Nc3ccc(-c4nc5ccccc5[nH]4)cc3)C2)c(C)n1 (stereo unspecified)	-4	0.1	-165	-3	31*	0	10	98	3	-1.2

Full records, looked up by structure.
CC(C)(C)OC(=O)N(CCc1ccccc1)Cc1cccc(OCc2cccc(NC(=O)/C=C/c3ccccc3)c2)c1 reads PfHsp90 set2 = 12; AddAB inh = .; MOR-DOR inv ag = 6; Tat export inh = ?; MOR-DOR ag = -1.2; Arr AP2 block = 2; SUMO Mot1 rescue = .; DSG3 Ab inh = 107; PKA-R1A activ = -2; Ecoli viability = .; phage Ecoli inh = 3.4
COc1cc(OC)c(C(=O)NC23CC4CC(CC(C4)C2)C3)cc1OC reads PfHsp90 set2 = 14; AddAB inh = 3.9; MOR-DOR inv ag = 1; Tat export inh = 4; MOR-DOR ag = -0.1; Arr AP2 block = -13; SUMO Mot1 rescue = 531; DSG3 Ab inh = 123; PKA-R1A activ = -1; Ecoli viability = -2.7; phage Ecoli inh = 0.2
